INS promoter inh: inhibitors of insulin promoter-driven GFP, primary screen, imaging, TRM-6 cells (human fetal islet line), eGFP reporter, cell count. reporter expression induced with tamoxifen. 130,000 tested, 0.9% active. AID 1273, 2008. inhibition, % at 2 µM;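 active = inhibition above the mean plus 3 SD, with well images judged a real hit on visual review, cut at about 60% in these data, passing the limit was not always enough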
SDO1 yeast rescue: growth rescue of sdo1-depleted yeast, primary screen, S. cerevisiae, bone marrow failure model; S. cerevisiae sdo1-depleted JHY4D growth rescue, OD600 30 h; hits give high values; pdr5 snq2 efflux-pump mutant strain; z-score at 10 µM; 140,000 tested, 0.21% active;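 active = z-score above 3 at both the 24 hr and the 30 hr optical density reads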;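 also: z-score against mean and SD of all compound wells on the same plate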
SDO1 yeast rescue Rescue 24 h: further read-out of SDO1 yeast rescue, marked with its call; z-score; S. cerevisiae sdo1-depleted JHY4D growth rescue, OD600; measured here: growth rescue at 24 h;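 0 is the plate mean of compound wells and units are plate SD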
Numbers without * were called inactive; i = inactive; · = no result given.

SMILES	INS promoter inh	SDO1 yeast rescue	SDO1 yeast rescue Rescue 24 h
O=C(CSC1=NC(=O)C(Cc2ccccc2)C(=O)N1)Nc1ncc(Br)cc1Br (stereo not given)	-40	·	·
CCn1cc([N+](=O)[O-])c(C(=O)N2N=C(c3ccc4ccccc4c3)CC2c2ccccc2O)n1 (stereo not given)	56	0.92	1.2
O=C(NC1CCCCC1)C(c1cccs1)N(C(=O)C(F)(F)F)c1ccccc1 (stereo not given)	-7	-0.56	0.03
CC(C)NC(=O)c1ccccc1NC(=O)/C=C/c1cccc([N+](=O)[O-])c1	-66	-0.07	-0.55
O=C1C2C3C=CC([C@@H]2C(=O)N1C1CC1)[C@H]1C(=O)N(C2CC2)C(=O)C31 (stereo not given in full)	-29	-0.15	-1
O=C(/C=C/c1ccc(S(=O)(=O)N2CCOCC2)cc1)NCc1ccccc1	·	1.2	1.2
COc1ccccc1CNC(=O)CCCN1C(=O)COc2ccc(C)cc21	·	-0.39	-0.36
COc1ccc(C(CNC(=O)Cc2ccccc2F)N2CCCCC2)cc1 (stereo not given)	36	·	·
CCCCS(=O)CC(COc1ccc(Cl)cc1)OC(=O)c1ccccc1 (stereo not given)	·	-0.83	0.45
O=C(O)c1cc(N/N=C/c2ccc3c(c2)OCCO3)ccc1Cl	-15	0.7	-0.42
CCc1ccc(OCc2nnc(SCCN3CCOCC3)n2C)cc1	14	-0.23	-0.56
Cc1cc(=O)oc2cc(OCC(O)CN3CCN(c4ccc(F)cc4)CC3)ccc12 (stereo not given)	4	-0.05	-0.14
Cc1cc(Cl)ccc1Oc1ccc(C(N)=O)cc1[N+](=O)[O-]	-18	-0.35	0.25
COc1cccc(CNC(=O)C(=O)NCC(c2ccco2)N2CCOCC2)c1 (stereo not given)	·	0.84	0.66
O=C(C1CC1)N1CCCN(C(=O)C2CC2)CC1	31	2.2	3
COc1ccc(Oc2coc3cc(OC(=O)/C=C/c4ccccc4)ccc3c2=O)cc1	21	-1.5	-1.2
CC1(C)SCC(C(=O)O)N1C=O (stereo not given)	18	0.32	-0.8
Cn1c(=O)c(C(=O)COC(=O)c2cc(C(F)(F)F)nc3ccccc23)c(N)n(Cc2ccccc2)c1=O	-40	-0.25	0.12
Cc1cc(C(=O)NNC(=O)c2cccc(S(=O)(=O)N3CCOCC3)c2)c2ccccc2n1	-9	·	·
COc1ccccc1CN=C1NC(=O)C(CC(=O)Nc2ccc(OC)c(OC)c2)S1 (stereo not given)	14	0.91	0.93
CCOC(=O)c1cccc2c1-c1ccccc1/C2=N/O	·	-1.6	-0.44
CCOc1cc(N2CCOCC2)c(OCC)cc1NC(=O)COc1cccc2cccnc12	·	-0.73	-0.54
CC(=O)NC(Cc1c[nH]c2ccccc12)C(=O)NCc1ccc2c(c1)OCO2 (stereo not given)	24	0.89	0.38
CCc1nnc(NC(=O)c2c(OC)cccc2OC)s1	i	1.5	-0.37
Cc1nn(-c2ccc(F)cc2)c(C)c1NS(=O)(=O)c1ccc2ccccc2c1	3	-1.5	-1.1
Cc1ccccc1-n1c(Cn2c(=O)sc3ccccc32)nnc1SCC(N)=O	-100	1.1	0.36
Cc1ccc(C(=O)/C=C/Nc2ccccc2C(N)=O)cc1	8	0.02	-0.44
O=C(O)C1CCCN1c1ncnc2ccccc12 (stereo not given)	23	-0.32	-0.74
CCOC(=O)c1oc2ccc(S(=O)(=O)n3nc(-c4ccccc4)cc3N)cc2c1C	·	-0.97	-0.58
N#CC1=C(N2CCCCC2)c2cc3c(n2C1=O)CCCC3	14	-1.1	-1.7
CC(C)CC(c1nnnn1C1CCCC1)N1CCN(C(=O)c2ccco2)CC1 (stereo not given)	·	0.05	1.2
CCS(=O)(=O)CCn1c([N+](=O)[O-])cnc1C	-14	-0.98	-1.4
CCN(CC)S(=O)(=O)c1cccc(C(=O)OCC(=O)c2ccc3c(c2)OCCO3)c1	-31	-1.1	-0.4
CC(C)C(=O)Nc1cccc(-c2csc(-c3ccccc3)n2)c1	10	-0.78	0.23
O=C1C2CC=CCC2C(=O)N1c1ccc(Cc2ccncc2)cc1 (stereo not given)	27	0.27	0.13
O=C(CNC(=O)c1cccc(Br)c1)N/N=C/c1cn[nH]c1-c1ccccc1	-49	1.4	1.5
CCOC(=O)c1sc2ncn(CC(=O)NCC3CCCO3)c(=O)c2c1C (stereo not given)	16	0.02	-0.03
COc1ccc(CN=CC2=C(O)CNC2=O)cc1	-293	0.17	0.05
CCOc1ccc(C(NC(C)=O)c2ccc(OC)c(OC)c2)cc1 (stereo not given)	-57	·	·
O=C(CN1CCN(CC(=O)Nc2ccc3c(c2)OCO3)CC1)Nc1ccc(F)cc1	-19	0.03	0.13

3 entries already listed, arranged by count of non-hydrogen atoms, highest first:
SMILES	INS promoter inh	SDO1 yeast rescue	SDO1 yeast rescue Rescue 24 h
CCOC(=O)c1oc2ccc(S(=O)(=O)n3nc(-c4ccccc4)cc3N)cc2c1C	·	-0.97	-0.58
CC(C)CC(c1nnnn1C1CCCC1)N1CCN(C(=O)c2ccco2)CC1 (stereo not given)	·	0.05	1.2
CCOC(=O)c1sc2ncn(CC(=O)NCC3CCCO3)c(=O)c2c1C (stereo not given)	16	0.02	-0.03

Profiles, quoted from the list. Order of values: INS promoter inh | SDO1 yeast rescue | SDO1 yeast rescue Rescue 24 h
`CCOc1cc(N2CCOCC2)c(OCC)cc1NC(=O)COc1cccc2cccnc12` across the screens: · | -0.73 | -0.54
`Cc1nn(-c2ccc(F)cc2)c(C)c1NS(=O)(=O)c1ccc2ccccc2c1` across the screens: 3 | -1.5 | -1.1
`COc1ccc(CN=CC2=C(O)CNC2=O)cc1` across the screens: -293 | 0.17 | 0.05

The listing picks up; the 3 compounds before the break are reprinted first.
Every second line gives: INS promoter inh, SDO1 yeast rescue, SDO1 yeast rescue Rescue 24 h
> COc1ccc(CN=CC2=C(O)CNC2=O)cc1
→ -293, 0.17, 0.05
> CCOc1ccc(C(NC(C)=O)c2ccc(OC)c(OC)c2)cc1 (stereo not given)
→ -57, ·, ·
> O=C(CN1CCN(CC(=O)Nc2ccc3c(c2)OCO3)CC1)Nc1ccc(F)cc1
→ -19, 0.03, 0.13
> Cc1cc(CNC(=O)COc2ccc(F)cc2F)c2ccccc2n1
→ 50, ·, ·
> O=C(NCc1ccco1)c1cccc(NC(=O)c2ccco2)c1
→ 17, 0.26, 0.29
> COc1ccccc1NS(=O)(=O)c1ccc(N/N=C/c2c(C)nn(-c3ccccc3)c2N2CCCC2)c([N+](=O)[O-])c1
→ 4, 1.8, 3
> CCCN1C(=O)/C(=N\OCC(=O)Nc2ccc(C(C)C)cc2)c2ccccc21
→ ·, -0.64, -0.27
> O=C(CCCN1Cc2ccccc2C1)c1ccc(F)cc1
→ ·, 0.08, -0.76
> O=C(Nc1ccc2oc(-c3ccncc3)nc2c1)c1cccs1
→ -45, -0.17, 1.9
> COCCn1c(=O)[nH]c2cc(C(=O)NC(C)C)ccc2c1=O
→ ·, 0.42, 0.51
> CCOC(=O)Cc1csc(NC(=O)CCCCCN2C(=O)c3ccccc3C2=O)n1
→ -26, -0.34, -0.62
> COC(=O)c1cc([N+](=O)[O-])c(-n2ccnc2)c([N+](=O)[O-])c1
→ 15, 0.6, -0.48
> Cc1ccccc1Nc1nc(N)nc(COC(=O)/C=C/c2ccco2)n1
→ 36, ·, ·
> CCCCCNC(=O)c1ccc2c(=O)n(CCCOCC)c(=S)[nH]c2c1
→ 40, ·, ·
> COc1cccc(/C(O)=C2/C(=O)C(=O)N(CCN(C)C)C2c2ccccn2)c1 (stereo not given)
→ -36, 0.07, 0.22
> O=C(Nc1nccs1)C(=O)c1c[nH]c2ccccc12
→ 30, 1.1, 0.72
> Cc1c(C(=O)O)oc2ccc(S(=O)(=O)N3CC(C)CC(C)C3)cc12 (stereo not given)
→ ·, 1, 1.3
> O=C(Nc1ccc(Oc2ccc(NC(=O)C3CCCO3)cc2)cc1)C1CCCO1 (stereo not given)
→ -8, 0.16, -0.27
> O=C(CSc1nc2[nH]ncc2c(=O)n1-c1ccccc1)c1ccc2c(c1)OCCO2
→ -44, 1.2, 1.8
> CC(C)(C)C(=O)NC(NC(=O)C(C)(C)C)c1ccc([N+](=O)[O-])cc1
→ -37, 0.29, 1.1
> CC12C(=O)N(Cc3ccco3)C(=O)C1C1c3ccccc3C2c2ccccc21 (stereo not given)
→ ·, -0.33, -0.45
> CC(=O)C(C(C)=O)c1c(Cl)c(O)c(O)c2c(C(=O)c3ccccc3)coc12
→ ·, -0.38, -0.87
> O=C(NC1CCCCC1)NC1(C(=O)N2CCN3CCCC3C2)CCCCC1 (stereo not given)
→ -48, 0.11, -0.17
> Cc1cccn2c(=O)c3cc(C(=O)NCCCN4CCCC4=O)n(C)c3nc12
→ 0, 0.56, -0.44
> Cc1ccc(C(=O)NC2CCS(=O)(=O)C2)cc1S(=O)(=O)N1CCOCC1 (stereo not given)
→ -26, 0.12, -0.38
> Cn1cc([N+](=O)[O-])c(C(=O)Nc2ccn(Cc3c(F)c(F)cc(F)c3F)n2)n1
→ 57, 0.55, 0.72
> CN1CCN(C(=O)CCc2nc3ccccc3n2-c2ccccc2)CC1
→ -33, 1.6, 0.79
> CCOC(=O)Cc1nnc(NC(=O)CSc2nnc3c4ccccc4n(C)c3n2)s1
→ ·, -0.1, -0.16
> O=C(COc1ccccc1)Nc1nccs1
→ 19, 0.75, 0.26
> O=C(Cn1c(=O)oc2cc(S(=O)(=O)N3CCCC3)ccc21)N1CCN(c2ccccc2)CC1
→ ·, 0.38, 0.16
> O=C(O)C1CC=CCC1C(=O)Nc1ccccc1C(=O)N1CCN(c2ccccc2)CC1 (stereo not given)
→ 4, -0.3, -1.1
> Cc1noc(C)c1COc1ccc(C(=O)OCC(=O)N2CC3(C)CC2CC(C)(C)C3)cc1 (stereo not given)
→ 14, 0.33, 1.3
> O=C(CSc1nnc(CNc2cccc(C(F)(F)F)c2)n1Cc1ccco1)NCc1ccco1
→ -92, -1.3, -0.81
> Nc1nnc(SCC(=O)Nc2ccc(Cl)c(C(=O)O)c2)s1
→ 20, ·, ·
> COc1ccc(NC(=O)COC(=O)CNS(=O)(=O)c2ccc(F)c(F)c2F)cc1OC
→ -21, 1.4, 1.3
> Cn1c(NCCCN2CCOCC2)nc2c1c(=O)n(Cc1ccc(Cl)c(Cl)c1)c(=O)n2C
→ ·, -0.2, 1
> CCCCC(CCC(=O)O)(C(=O)OCC)c1csc(N)n1 (stereo not given)
→ 0, -0.1, -0.98
> Cc1ccc(Cn2ccc(NC(=O)c3nn(C)cc3Cl)n2)cc1
→ ·, -0.48, -1
> COc1ccc(NC(=O)c2cc(CC(C)C)on2)cc1OC
→ 40, -0.29, -0.31
> COc1cc(C(NC(C)=O)NC(C)=O)ccc1OCc1ccccc1
→ 25, ·, ·
> Cc1c(C#N)c2ccccc2n1CC(=O)N1CCCC1
→ ·, -0.06, -0.6
> COCCNC(=S)N1CCc2cc(OC)c(OC)cc2C1COc1ccc(C(C)C)cc1 (stereo not given)
→ ·, 0.56, 0.76
> O=C(CCC(=O)OCC(=O)c1ccccc1)Nc1cccc(Cl)c1
→ 40, 0.54, 0.78
> Cn1c(NNC(=O)CCC2CCCCC2)cc(=O)n(C)c1=O
→ -22, -0.39, -0.51
> O=C(OCC1OC(n2ccc(=O)[nH]c2=O)C(O)C1OC(=O)c1ccccc1)c1ccccc1 (stereo not given)
→ -10, 0.63, 0.2
> CCOCCCNS(=O)(=O)c1ccc(NC(=O)c2ccc([N+](=O)[O-])cc2Cl)cc1
→ 29, -0.05, -0.27
> O=C(COC(=O)Cc1ccsc1)Nc1ccc(S(=O)(=O)N2CCOCC2)cc1
→ ·, 1.8, 2.4
> O=C(O)CCCN=CC1=C(O)C(C(=O)c2ccccc2)CCC1=O (stereo not given)
→ 16, 0.16, -0.16
> CC(OCC(O)CN(C)CCOc1ccccc1)c1ccc(Cl)cc1 (stereo not given)
→ -21, -2.1, -0.67
> C=CCN=C1NN=C(c2cc(C)n(CCOC)c2C)CS1
→ -14, 0.1, 0.4
> C=C(C)CN(CC)C(=O)COc1ccc(S(=O)(=O)Nc2ccc(OC)cc2)cc1
→ -24, 0.58, 0.45
> CC(C)c1ccc2c(c1)C(c1cccs1)=NNC(c1ccncc1)=N2
→ 0, ·, ·
> N#CCCN(Cc1ccccc1)C(=S)NC(=O)c1ccccc1
→ -38, -0.22, -0.89
> Cc1ccc(/C=N/Nc2cccc3cccnc23)c(O)c1
→ ·, -0.8, -0.12
> COc1ccc(N2CCN(C(=O)Nc3ccc(S(=O)(=O)N(C)C)cc3)CC2)cc1
→ -20, 0.82, 0.37
> O=C1CCCN1c1ccc(S(=O)(=O)Oc2cccc(Cl)c2)cc1[N+](=O)[O-]
→ -50, -0.56, -0.65
> COc1cc2c(cc1OC)C1=NC(=O)CN1C(SCc1ccc(C)cc1)=N2
→ 0, -1.2, 0.32
> CC(C)CCn1nnnc1C(c1ccccc1F)N1CCC(C(N)=O)CC1 (stereo not given)
→ ·, 0.6, -0.28
> Cc1ccc(-c2csc3nnc(SCC(=O)NCc4ccc5c(c4)OCO5)n23)cc1
→ -16, -1.2, -1.4
> CCCCn1nc2cc(C(=O)NCc3ccccc3)ccc2c1OCC
→ ·, -1.2, -0.69
> O=C(NNc1ccc(C(F)(F)F)cc1[N+](=O)[O-])c1ccc(NS(=O)(=O)c2ccc(F)cc2)cc1
→ 41, 0.08, -0.19
> CC(=O)c1nnn(-c2ccc([N+](=O)[O-])cc2)c1C
→ -50, ·, ·
> CCOC(=O)C1=C(c2ccccc2)N=C2SCC(=O)N2C1c1cccc(OC)c1 (stereo not given)
→ 50, -0.82, -1
> CCOC(=O)CCS(=O)(=O)c1nc(-c2ccccc2)cc(C(F)(F)F)n1
→ 56, -0.91, -1

In the list so far, two have bromine.
Every second line gives: INS promoter inh, SDO1 yeast rescue, SDO1 yeast rescue Rescue 24 h
> O=C(CSC1=NC(=O)C(Cc2ccccc2)C(=O)N1)Nc1ncc(Br)cc1Br (stereo not given)
→ -40, ·, ·
> O=C(CNC(=O)c1cccc(Br)c1)N/N=C/c1cn[nH]c1-c1ccccc1
→ -49, 1.4, 1.5
